LMPTP block = LMPTP (human) inhibition | recombinant LMPTP-A, OMFP fluorogenic substrate, fluorescence intensity | P24666 | actives 0.22% (n = 360,000) | AID 651560 | inhibition, % at 20 µM;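 active = compounds that cut the enzyme signal by at least half of the control window in the single-dose screen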;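 note: plate controls were DMSO wells with enzyme plus substrate for no effect and substrate without enzyme for full effect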
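Assay system: LMPTP-A enzyme. Input: 0.625 nM LMPTP-A final. Probe or stimulus: 400 µM OMFP. Compound dosing: single 20 µM dose. Schedule: 50 min dark incubation at room temperature. Detection: fluorescence intensity of OMFP turnover product. Read-out: percent inhibition versus substrate-only and uninhibited controls. Benchmarks: no-enzyme low control, uninhibited high control.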
Rpn11 block = inhibitors of human proteasome Rpn11; O00487; human 26S proteasome, Ub4-pepOG fluorescence polarization; 20S core pre-blocked with epoxomicin; calls only at 20 µM; actives 0.59% (n = 360,000);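 active = inhibition at 20 µM, scaled to each plate's controls, above about 33%, limit read from the data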
STEP block = STEP (human) phosphatase inhibition. P54829. recombinant STEP, OMFP fluorogenic substrate, fluorescence. inhibition, % at 20 µM. actives 0.25% (n = 360,000). AID 588621;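 active = inhibition at 20 µM, scaled per plate between control wells, above about 37%, limit read from the data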;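 note: 0% = DMSO with enzyme and substrate and 100% = substrate only without enzyme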
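Also added – OMFP at 25 µM · Test system – STEP tyrosine phosphatase · Technique – FITC-channel fluorescence of OMFP product · Schedule – 20 min at room temperature, dark · Evaluation – control-normalized % inhibition with plate pattern correction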
DNMT1 inh = blocks human DNA methyltransferase DNMT1; DNMT1 molecular beacon, Hinp1I cleavage, fluorescence; actives 0.83% (n = 360,000); P26358; AID 588458; inhibition (reported as % activation of signal), % at 10 µM; in the data active = inhibition above about 50%
Target sequence (P26358 504-1616 limits assumed): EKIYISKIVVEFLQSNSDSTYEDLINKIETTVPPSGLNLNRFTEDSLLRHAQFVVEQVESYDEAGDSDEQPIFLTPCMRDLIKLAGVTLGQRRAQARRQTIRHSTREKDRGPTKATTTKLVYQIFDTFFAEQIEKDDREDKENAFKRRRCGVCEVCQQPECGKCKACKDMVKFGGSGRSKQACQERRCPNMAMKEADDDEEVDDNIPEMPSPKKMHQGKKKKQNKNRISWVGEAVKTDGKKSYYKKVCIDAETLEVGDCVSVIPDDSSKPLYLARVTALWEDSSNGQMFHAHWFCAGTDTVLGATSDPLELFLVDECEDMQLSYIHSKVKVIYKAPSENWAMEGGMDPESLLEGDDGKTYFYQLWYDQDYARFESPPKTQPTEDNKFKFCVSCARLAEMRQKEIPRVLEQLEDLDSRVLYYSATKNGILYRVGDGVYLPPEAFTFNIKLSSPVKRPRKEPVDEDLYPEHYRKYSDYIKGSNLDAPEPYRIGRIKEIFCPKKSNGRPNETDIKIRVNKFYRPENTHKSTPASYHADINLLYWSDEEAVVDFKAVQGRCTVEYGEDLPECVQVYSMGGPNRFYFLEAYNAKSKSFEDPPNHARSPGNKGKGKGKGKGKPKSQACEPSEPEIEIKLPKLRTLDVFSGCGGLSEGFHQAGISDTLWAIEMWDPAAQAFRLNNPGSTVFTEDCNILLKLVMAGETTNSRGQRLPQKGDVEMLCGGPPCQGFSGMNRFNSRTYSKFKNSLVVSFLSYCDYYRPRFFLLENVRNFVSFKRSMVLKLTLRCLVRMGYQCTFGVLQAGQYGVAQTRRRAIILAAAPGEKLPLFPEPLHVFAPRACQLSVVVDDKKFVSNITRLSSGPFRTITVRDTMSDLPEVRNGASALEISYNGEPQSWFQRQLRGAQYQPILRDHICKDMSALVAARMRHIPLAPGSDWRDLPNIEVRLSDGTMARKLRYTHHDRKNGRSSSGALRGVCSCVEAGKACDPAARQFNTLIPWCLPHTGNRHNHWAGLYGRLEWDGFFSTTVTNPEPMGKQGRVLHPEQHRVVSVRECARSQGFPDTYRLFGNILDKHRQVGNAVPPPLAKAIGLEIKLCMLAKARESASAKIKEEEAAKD
NadD block = NadD (S. aureus) enzyme inhibition | AID 602399 | inhibition, % at 20 µM | actives 0.78% (n = 360,000) | purified NadD enzyme, colorimetric absorbance read-out; in the data active = inhibition above about 26%; note: some compounds past the cut are filed as inactive
CSN inh = inhibitors of human CSN-mediated cullin deneddylation; Purified CSN, SCF-Nedd8-OG deneddylation, fluorescence polarization; actives 0.38% (n = 360,000); Q92905; inhibition, % at 12.5 µM;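 active = pattern-corrected inhibition above about 35%, with an unprinted fluorescence ratio check between 0.5 and 1.5, limit read from the data, passing the limit was not always enough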;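 note: 0% = enzyme with substrate and 100% = substrate without enzyme; some results filed as inactive read as strong as hits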
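Assay system: HEK293T-derived human Csn5 enzyme; quantity: 0.24 nM enzyme; medium: Tris/NaCl/DTT buffer, pH 7.5; also added: substrate SCFSkp2-Nedd8OG, 10 nM; doses: 12.5 µM compound; schedule: 90 min reaction at room temperature; signal: FP; read-out: % inhibition of substrate cleavage by Csn5; benchmarks: substrate-only high control, full reaction low control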
Scp1 inh = Scp-1 (human) phosphatase inhibition; Q9GZU7; Recombinant Scp1, phosphopeptide, malachite green phosphate absorbance; inhibition, % at 20 µM; actives 0.88% (n = 340,000); AID 493091;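 active = inhibition above about 50% at 20 µM, limit read from the data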;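 note: plate controls were DMSO wells with enzyme for no effect and wells lacking enzyme for full effect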
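Material: truncated SCP-1 phosphatase (76-261aa) / Buffer or medium: 50 mM Tris acetate pH 5.5, 0.005% Tween-20, 10 mM MgCl2 / Compound dosing: one concentration, 20 µM, with 1.0% DMSO / Incubation: 45 min room-temperature reaction, 5 min colour, 30 min stabiliser / Detection: colorimetric free-phosphate detection, absorbance 630 nm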
SUMO1-SIM PPI = modulators of human SUMO1-mediated protein-protein interactions; P63165; SUMO1 binding to a labelled peptide, TR-FRET, 1 h; inhibition, % at 20 µM; actives 0.33% (n = 360,000); AID 602429; in the data active = inhibition above about 37%
Rin1-Abl PPI inh = blocks binding of human Rin1 to Abl; P00519+Q13671; TR-FRET Rin1/Abl binding, biochemical; inhibition, % at 7.35 µM; actives 0.4% (n = 360,000); AID 588664; in the data active = inhibition above about 5%, passing the limit was not always enough
Neddylation inh = inhibitors of human cullin neddylation; P61081+Q13564; TR-FRET cullin neddylation, biochemical; calls only at 25 µM; actives 0.58% (n = 360,000); AID 651699; in the data active = inhibition above about 36%
* marks the source's active call; other numbers are inactive results; i = inactive; . = no result given; + = active, no number. Compounds as they come; about 3.8% have a hit in one of these screens.

SMILES	LMPTP block	Rpn11 block	STEP block	DNMT1 inh	NadD block	CSN inh	Scp1 inh	SUMO1-SIM PPI	Rin1-Abl PPI inh	Neddylation inh
O=C(O)C1Cc2c([nH]c3ccccc23)C(c2ccc3c(c2)OCO3)N1 (stereo not given)	1.3	i	-4	-11	0	-1	-3	12	-3	i
Cc1ccc(S(=O)(=O)NCCc2cc3ccc(C)cc3[nH]c2=O)cc1	0.0	i	-1	-2	2	-5	-6	0	-3	i
CN(C)c1cccc2c(S(=O)(=O)Nc3ccccn3)cccc12	1.1	i	7	-11	-3	14	-5	10	-3	.
O=C(N/N=C/c1ccc(F)cc1)c1cc(-c2ccco2)nc2ccccc12	61*	i	16	105*	45*	55	81*	12	1	+
COc1cccc(-n2nnc3c(=O)n(CC(=O)N4CCC(Cc5ccccc5)CC4)cnc32)c1	2.1	i	4	4	0	-1	-14	-1	-3	i
Cc1ccc(S(=O)(=O)N2CCCCC2C(=O)NCc2ccco2)cc1 (stereo not given)	-0.2	i	-4	-5	13	6	6	4	2	i
CCc1nnc(NC(=O)CCC(=O)NC2CCCCCCC2)s1	-2.8	i	0	1	3	0	-5	2	3	i
Cn1c(CCNC(=O)c2ccccc2)nc2cc(NC(=O)C3CCCCC3)ccc21	-1.6	i	-4	3	-2	3	-8	6	0	i
CCOC(=O)N1CCN(S(=O)(=O)c2cc(Br)cc3c2N(C(=O)C2CC2)CC3)CC1	-0.7	i	0	-3	-5	6	0	0	-2	i
c1ccc2cc(C3CCCCC3)ncc2c1	0.0	i	-1	-4	-4	-2	-4	-6	-1	i

Part of the list above, with bars between the fields:
SMILES | LMPTP block | Rpn11 block | STEP block | DNMT1 inh | NadD block | CSN inh | Scp1 inh | SUMO1-SIM PPI | Rin1-Abl PPI inh | Neddylation inh
O=C(N/N=C/c1ccc(F)cc1)c1cc(-c2ccco2)nc2ccccc12 | 61* | i | 16 | 105* | 45* | 55 | 81* | 12 | 1 | +
COc1cccc(-n2nnc3c(=O)n(CC(=O)N4CCC(Cc5ccccc5)CC4)cnc32)c1 | 2.1 | i | 4 | 4 | 0 | -1 | -14 | -1 | -3 | i
Cc1ccc(S(=O)(=O)N2CCCCC2C(=O)NCc2ccco2)cc1 (stereo not given) | -0.2 | i | -4 | -5 | 13 | 6 | 6 | 4 | 2 | i

Later entries.
SMILES	LMPTP block	Rpn11 block	STEP block	DNMT1 inh	NadD block	CSN inh	Scp1 inh	SUMO1-SIM PPI	Rin1-Abl PPI inh	Neddylation inh
COc1ccc(NC(=O)[C@@H](NC(N)=O)C(C)C)cc1Cl	-1.4	i	-4	1	8	4	-4	1	0	i
O=S(=O)(NC1CC1)c1cccc(S(=O)(=O)N2CCCC2)c1	-3.3	i	-2	1	1	1	-6	-2	-1	i
CC(C)(C)C(=O)N1CCN(C(=O)c2ccco2)CC1	-1.8	i	1	2	-2	-3	-5	6	1	i
COc1ccccc1/C=C/C(=O)OCC(=O)NC1CCS(=O)(=O)C1 (stereo not given)	-2.9	i	0	-2	-3	-5	0	-6	-2	i
CCn1cc(C(=O)OCc2cccc(Br)c2)c(=O)c2ccc(C)nc21	0.3	i	1	-1	5	-1	0	5	-5	i
Cn1c(CNC(=O)CNC(=O)c2ccccc2F)cc(=O)n(C)c1=O	-1.2	i	-3	-1	-3	-4	-6	2	3	i
Cc1ccccc1CN1C(=O)CN(S(C)(=O)=O)CC1(C)C(=O)NCc1ccccc1 (stereo not given)	-0.5	.	.	.	.	-8	.	-5	.	i
COc1ccc(S(=O)(=O)N2CCC(C(=O)Nc3ccccc3C)CC2)c2cccnc12	-2.0	i	-1	5	7	10	-3	-1	1	i
Cc1ccc(C)c(S(=O)(=O)N2CCN(c3ncnc4sccc34)CC2)c1	2.8	i	2	0	7	-1	0	4	0	i
Cc1ccc(N(C(C)C(=O)Nc2cccc(N(C)S(C)(=O)=O)c2)S(C)(=O)=O)cc1 (stereo not given)	1.5	i	-2	1	1	-8	-4	-3	5	i
Cc1cc(SCC(=O)Nc2ccc(O)cc2)n2nc(C)c(-c3ccccc3)c2n1	2.1	i	-2	-6	2	4	-6	17	2	i
O=C(NCCc1nc(-c2ccccc2Cl)no1)c1ccccc1	-0.9	i	1	-1	-6	-1	1	-2	2	i
CSCCC(C(=O)Nc1c(C)cccc1C)N(Cc1ccccc1)Cc1ccccc1 (stereo not given)	4.4	i	4	2	6	6	.	1	2	i
Cc1ccc(-c2nc(CS(=O)CC(=O)NC3CC3)c(C)o2)cc1 (stereo not given)	0.2	i	-3	1	4	2	-9	4	1	i
Cc1ccc(C(=O)NCCNC(=O)c2ccc(F)cc2)cn1	-1.9	i	-2	2	-9	-1	-4	-3	0	i
Cc1cccc(C)c1N(CC(O)Cn1c2ccccc2c2ccccc21)S(C)(=O)=O (stereo not given)	3.0	i	-4	-8	-12	-2	-11	-1	0	i
COC(=O)c1ccc(C(=O)OC)c(NC(=O)COC(=O)c2ccc(OC)c(OC)c2OC)c1	-0.6	i	1	-2	-8	-2	0	-2	-2	i
COc1cc(NC(=O)Cn2cnc(S(=O)(=O)N3CCCCC3)c2)cc(OC)c1OC	-0.9	i	-1	-1	-2	0	-4	4	2	i
CN(C)S(=O)(=O)c1ccc(C(=O)Nc2nc(-c3ccccc3)c(C(=O)c3ccccc3)s2)cc1	3.3	i	-6	-4	24	5	3	-9	-3	i
CC(=O)NC(c1cccc(F)c1)c1nc(-c2csc3ccccc23)cs1 (stereo not given)	1.4	i	-3	1	-11	9	.	-13	-2	i
CN(C)c1nc(N(C)C)nc(N(C#N)CCOc2ccccc2)n1	2.2	i	-4	-2	7	-4	-3	0	0	i
O=[N+]([O-])c1ccc(Cl)c(CN2CCC(O)CC2)c1	-0.2	i	-3	0	0	-19	-12	-7	-1	i
NNC(=O)Cn1c(-c2ccccc2)cc2ccccc21	0.0	i	-1	0	0	0	0	1	3	i
CCCn1c(NC(=O)c2ccco2)nc2ccccc21	-0.7	i	-2	0	0	1	-11	9	2	i
CC(=O)Nc1cccc(-c2ccnc3c2CC(C)(C(=O)NCCC(F)(F)F)O3)c1 (stereo not given)	-1.1	i	0	0	1	4	.	3	0	i
O=C(CNC(=O)C1CCCCC1)OCc1cc(=O)oc2ccc3ccccc3c12	1.1	i	-1	-4	1	-13	-10	-7	-6	.
Cn1nc(C(=O)NCC2CCCO2)c2ccccc2c1=O (stereo not given)	-0.5	i	-1	-5	1	-7	-4	0	0	i
CCOc1ccc(C(=O)NC2CCN(CC(=O)NCc3ccccc3)CC2)cc1	-0.1	i	-4	0	3	2	-4	4	5	i
CCOC(=O)C1=C(CC)Nc2ccccc2N=C1N	1.1	i	0	3	0	-4	-3	3	3	i
COc1ccc(C(=O)NCc2nnc(SCC(=O)Nc3nc4ccc(C)cc4s3)o2)cc1OC	-0.6	i	0	0	6	-10	1	1	1	i
COc1ccc(Cl)cc1N(CC(=O)Nc1ccccc1C(=O)N1CCOCC1)S(C)(=O)=O	-0.8	i	-2	-3	-3	-2	-5	0	0	i
CC(=NCc1ccco1)c1c(O)n(C2CCCCC2)c(=O)[nH]c1=O	-0.1	i	0	3	-1	-1	-5	4	-3	i
CC(C)(C)C1CCC(OC(=O)c2ccncc2)CC1 (stereo not given)	-0.6	i	2	-1	-3	-1	-4	1	-6	i
CCCCc1ccc(-c2nn[nH]n2)nc1	-3.0	i	1	1	-3	1	.	1	3	i
Cc1ccc2nc(SCC(=O)Nc3ccccc3F)nc(=O)n2c1	-1.5	i	3	2	0	2	-7	0	1	i
O=C(N/N=C/C=C/c1ccccc1)c1n[nH]c2c1CCC2	-1.0	i	-1	4	7	-4	-1	-3	-1	i
O=C(CCl)Nc1ccccc1Sc1ccc(Cl)cc1	1.5	i	-1	3	1	-3	-11	2	-4	i
Cc1cc2c(C)nc(N/N=C/c3ccccc3)nc2o1	1.7	i	0	4	3	-3	1	-5	-4	i
CCOC(=O)CCCSc1nnc(CCCCCN2C(=O)c3cccc4cccc(c34)C2=O)o1	5.7	i	14	-2	-3	-6	-13	-19	-3	.
COc1ccc(OC)c(NC(=O)Nc2nnc([C@H]3C[C@H](O)[C@@H](CO)O3)s2)c1	-1.9	i	0	0	0	2	.	-1	-2	i
CC(=O)Nc1cccc(C(=O)N(CCc2ccccc2)Cc2ccccc2)c1	-6.4	i	-3	-1	2	2	-6	-34	5	i
O=C(N[C@H]1C/C=C\C[C@@H](CC(=O)N(CCO)Cc2ccccc2)C(=O)NC[C@H](c2ccccc2)OC1=O)OCC1c2ccccc2-c2ccccc21	1.5	i	2	44	24	1	2	5	1	i
COc1cccc(CNCC(=O)N2C(C)CCCC2C)c1 (stereo not given)	-1.7	i	15	9	-3	6	-6	-7	0	i
COc1ccc(-n2c(C)c(C(C)=O)c(C(C)=O)c2C)cc1OC	0.3	i	-3	-2	2	2	1	-3	-1	i
CNC(=O)c1[nH]cnc1C(=O)N[C@@H](CC(C)C)C(=O)OC(C)(C)C	-1.7	i	-2	-2	-3	-1	-3	4	4	i
Nn1c(SCC(=O)Nc2cccc(S(N)(=O)=O)c2)nnc1C1CC1	-1.6	i	-5	-1	-7	11	-15	-2	-1	i
COc1cc(CN2CC(=O)N(c3ccccc3Cl)C2=S)cc(OC)c1OC	0.0	i	-2	-1	-6	2	-5	0	1	i
CN(C(=O)c1cccc(NC(=O)Cc2ccc(NC(=O)C3CCN(C(=O)c4ccccc4)CC3)cc2)c1)C1CCC1	-0.9	i	-2	1	8	0	0	0	1	i
CC(=O)Nc1cccc(NC(=O)CSc2nnc(Cc3cccn3C)n2CCc2ccccc2)c1	0.4	i	-3	-13	11	2	-1	2	0	i
O=C(COC(=O)CNC(=O)c1ccccc1F)Nc1cccnc1Cl	-0.7	i	-1	9	-2	-1	1	-4	0	i

Next section.
SMILES	LMPTP block	Rpn11 block	STEP block	DNMT1 inh	NadD block	CSN inh	Scp1 inh	SUMO1-SIM PPI	Rin1-Abl PPI inh	Neddylation inh
COc1ccc2sc(N(CCCN(C)C)C(=O)c3ccc(S(=O)(=O)N(C)Cc4ccccc4)cc3)nc2c1	-1.3	i	2	-1	2	0	-2	-33	0	i
Cc1c(N=C(N)/N=C(\N)Nc2ccccc2)c(=O)n(-c2ccccc2)n1C	0.7	i	0	2	0	-1	-1	0	-2	i
O=C(c1cc(Cl)nc2ccccc12)N(Cc1nnc(-c2ccc(Cl)cc2)o1)C1CC1	1.8	i	3	-5	-6	-7	-13	3	-3	i
O=C(COC(=O)c1ccc2c(c1)OCO2)Nc1ncc(Cl)cc1Cl	-1.1	i	0	4	-3	0	-4	3	-1	i
COc1cccc(Nc2nc(N)nc(C(F)(F)F)n2)c1	-0.4	i	0	7	0	-1	-3	0	4	i
CCc1cc2ccc(C)c(C)c2nc1SCC(=O)NNC(=O)c1ccco1	-0.8	i	0	-1	1	0	-3	3	-1	i
